Bioassay records: PubChem, National Center for Advancing Translational Sciences (NCATS)
IP6K1 inh – IP6K1 kinase inhibition | IP6K1 kinase, ADP-Glo luminescence, 2 h; stronger effect = lower value | activity change, % (series mostly up to about 58 µM) | Q92551 | 140,000 compounds, 0.81% hits; in the data active = activity change below about -25%
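ADP-Glo luminescence measures ADP made by human IP6K1 during a 2 h RT reaction with ATP/IP6 (mix at 1.3 mM/130 uM); top library doses 57.5 and 19.1 uM final.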
NIH3T3 tox – kills NIH 3T3 cells; NIH 3T3 viability, CellTiter-Glo ATP luminescence, 48-72 h; Potency, µM (titrated, usually from 96.7 µM), for the others: at the top dose activity change, negative = cytotoxicity, hits mostly inhibitors; 94,000 compounds, 4.3% hits; AID 1345082; also: potency is read from the fitted curve at half-maximal effect; nearly all actives have a fitted effect of over 55% in size
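Cytotoxicity was measured by CellTiter-Glo ATP luminescence after 48 or 72 h compound exposure at 37 °C. Mouse NIH 3T3 fibroblasts were seeded at 400 cells/well and dosed by 23 nL pin transfer.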
SNCA expr inhib – inhibitors of alpha-synuclein (SNCA) gene expression; HEK-293 SNCA-luciferase knock-in, luminescence, 24 h; Potency, µM (series often up to 57.2 µM), for the others: top-dose activity change, negative = inhibition, actives largely listed as inhibitors; 140,000 compounds, 0.17% hits; AID 1671194;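 also: potency is read from the fitted curve at half-maximal effect; plate controls were DMSO cells for no effect and cell-free wells for full effect; nearly all actives have a fitted effect of over 45% in size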
HEK293 viab – reduces viability of HEK-293 SNCA reporter cells | HEK-293-SNCA-luc viability, GF-AFC fluorescence, 24 h | Potency, µM (titrated, usually from 57.1 µM), inactives show top-dose activity change, negative = cytotoxicity, usual class: cytotoxic | 150,000 compounds, 0.12% hits | AID 1671193;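 also: potency is read from the fitted curve at half-maximal effect; 0% = DMSO-treated cells and -100% = medium-only wells without cells; nearly all actives have a fitted effect of over 30% in size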
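HEK-293-SNCA-luc cells (1500/well) plated 24 h, then exposed 24 h to a dilution series; GF-AFC added 30 min at 37C, fluorescence 405/540 nm; normalised to medium-only and DMSO wells, Hill fit.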
Luciferase inh – inhibitors of firefly (Photinus pyralis) luciferase; AID 1347043; 76,000 compounds, 2.5% hits; Potency, µM (titrated, usually from 115 µM), for inactives: at the highest dose activity change, negative = inhibition, actives largely listed as inhibitors; purified P. pyralis luciferase, luminescence, biochemical; P08659; also: potency is read from the fitted curve at half-maximal effect; nearly all actives have a fitted effect of over 65% in size
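Luminescence read by CCD imager after adding enzyme (10nM final) to wells holding compound, titrated in qHTS. Substrates 10uM each D-luciferin and ATP; buffer 50mM Tris acetate pH 7.5, 10mM Mg acetate, Tween-20, BSA.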
HEK293 tox – HEK 293 cell cytotoxicity | HEK 293 viability, ATP luminescence (CellTiter-Glo), 48-72 h | Potency, µM (series often up to 115 µM), for the others: at the top dose activity change, negative = cytotoxicity, actives largely listed as inhibitors | 94,000 compounds, 6.6% hits | AID 1345083; also: potency is read from the fitted curve at half-maximal effect; nearly all actives have a fitted effect of over 60% in size
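HEK 293 seeded at 250 cells/well receive compound via pintool. After 48 or 72 hr at 37 degree Celsius, 5% CO2 and 95% humidity, CellTiter-Glo is dispensed and luminescence read following 10 min at room temperature.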
GPT2 inhibitor – inhibitors of human GPT2 alanine aminotransferase | AID 1671188 | Recombinant GPT2, coupled pyruvate oxidase/HRP Amplex Red fluorescence | 100,000 compounds, 0.25% hits | Potency, µM (doses to about 57.7 µM), for inactives: top-dose activity change, negative = inhibition, hits mostly inhibitors | Q8TD30; also: potency is read from the fitted curve at half-maximal effect; nearly all actives have a fitted effect of over 60% in size; many of its hits are not listed in these tables
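GPT2 10ng/uL, a-KG 250uM, L-Ala 2mM, HEPES pH7.5 + 0.0001% Tween; 30 min RT. Then Amplex mix (PO/HRP/ThPP), 30 min RT dark, fluorescence. AOA 50uM used as positive control.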
The depositor's hits bear a star; i = inactive; ? = inconclusive; . = not tested or not shown; & = joins results of further samples; [ ] = dose if it differs, or a comment. Unless noted, calls follow the shape of the dose curve; as a rule, active = well fitted curve in the direction sought with a large enough effect; inconclusive = small, poorly fitted or top-dose-only effect, or another doubt; inactive = no such curve, though single readings can be large; an effect the other way counts as inactive or inconclusive. Unless noted, % is scaled to controls: 0 for no effect and ±100 for the full control effect.

SMILES,IP6K1 inh,HEK293 tox,GPT2 inhibitor,Luciferase inh,HEK293 viab,NIH3T3 tox,SNCA expr inhib
CC(C)(C)CC(=O)Nc1nc2c(s1)C[C@@H]1[C@](C)(CO)[C@H](O)CC[C@@]1(C)[C@@H]2CC(=O)NCc1ccccc1,-7,?,3%,-5%,-14%,?,-19%
CCOC(=O)c1ccccc1NC(=O)Cn1c(=O)n(CCC(=O)NCc2ccccc2OC)c(=O)c2ccccc21,4,.,.,.,9%,.,21%
CC(=O)NCCNC(=O)CCCc1nnc2n(C)c(=O)c3sccc3n12,1,.,.,.,-4%,.,?
CC(=O)NC1CCN(Cc2cccc(-c3cccs3)c2)CC1,-10&29,?,i,.,-3%[12.5 µM],?,-12%[87.6 µM]
COc1ccc(CC(=O)Nc2ccc([C@@H](O)[C@H]3COCC(=O)N3Cc3ccccc3F)cc2)cc1,-5,?,-10%,-3%,-15%,?,5%
NS(=O)(=O)c1ccc(CCNc2nccn(-c3cccc(C(F)(F)F)c3)c2=O)cc1,0,.,.,.,8%,.,-20%
COc1ccc(CN2C(=O)[C@@H]3C[C@@H](CN3Cc3ccc(S(C)(=O)=O)cc3)Oc3ccccc32)cc1,-3,?,-5%,-1%,-18%,?,-25%
O=C(O)Cn1ccc2cc(OCCc3cccc(-c4cccc(F)c4)c3)cnc21,-1,?,i,-32%[172 µM],-1%[87.6 µM],-46%[138 µM],-8%[87.6 µM]
CCOc1ccc(CNC(=O)c2ccc3c(c2)nc2n3CCCCC2)cc1,7,.,.,.,-2%,.,160%[activator]
CCOC(=O)c1cnc2c(Cl)c(Cl)ccc2c1Nc1ccc(N(C)C)cc1,24,.,.,.,-6%,.,19%
COC1C(=O)N(CC2CC2)C12CCN(C(=O)c1cnccc1C)CC2 (stereo not given),-6,-5%,i,-10%,-7%,?,15%
COc1ccc(-c2nc(C3CC(=O)N(c4ccc(OC)c(OC)c4)C3)no2)cc1OC (stereo not given),-9,?,i,-9%,5%,?,-9%
COc1ccc2c(c1)CCN=C2C[C@H]1CN(C(=O)c2cccnc2)CC[C@H]1CC(=O)O,7,i,4%[88.5 µM],-4%[172 µM],10%[87.6 µM],3%[174 µM],32%[activator][87.6 µM]
Cc1ccc(Cl)cc1N1CCN(C(=O)Cn2nc(C)n3c(cc4sccc43)c2=O)CC1,-11,.,.,.,12%,.,-3%
COc1cccc(CN2CCC(N3Cc4cnc(C)n4C3=O)CC2)c1,6&6,?,5%,8%[172 µM],-8%[87.6 µM],-26%[138 µM],6%[87.6 µM]
CCOc1ccc(NC(=O)Cn2c(=O)oc3cc(S(=O)(=O)N4CCC(C)CC4)ccc32)cc1,-17,.,.,.,-15%,.,?
COCCNC(=O)C1COC2(CCN(C(=O)c3ccc(OC)cc3)CC2)N1C(=O)c1cccc(C)c1 (stereo not given),6,-3%,i,-7%,?,-10%,12%
CC(=O)N1CC[C@@H]2NC(=O)[C@H]3C[C@H](NC(=O)c4cccs4)CN3C(=O)[C@H]21,-7,0%[172 µM],i,-5%[172 µM],-3%[87.6 µM],i,1%[87.6 µM]
O=C(NCc1ccc2c(c1)OCO2)C1CCCN1C(=O)c1cccc(-c2ccccn2)c1 (stereo not given),-11,i,-6%,.,-9%,-8%,29%
CNCCN1C(=O)CC[C@H]2CN(c3ncc(Cl)cc3F)CC[C@H]21,11,?,-11%,-7%,13%,-34%,-23%
CC(C)NCCCn1c(Sc2cc3c(cc2I)OCO3)nc2c(N)ncnc21,27,.,1%,.,?,.,.
COc1ccc(-c2cc(N3CCC(NC(=O)CCc4ccccc4)CC3)n[nH]2)cc1,20,?,?,9%,-5%,?,22%
O=c1oc2ccccc2c(N2CCN(c3ccc(F)cc3)CC2)c1CN1CCCC1,-11,.,.,.,5%,.,19%
COc1ccc(C(=O)N2CC(c3nnc(-c4ccncc4)o3)C3(CCOCC3)C2)cc1F (stereo not given),24,-4%,i,-1%,?,3%,28%
C/C=C(/C)C(=O)OC1CC(C)(C)CC2C3=CCC4C5(C)CCC(O[C@@H]6O[C@H](C(=O)O)[C@@H](O)[C@H](O)[C@H]6O[C@@H]6O[C@H](CO)[C@H](O)[C@H](O[C@@H]7OC[C@H](O)[C@H](O)[C@H]7O[C@@H]7O[C@H](CO)[C@@H](O)[C@H](O)[C@H]7O)[C@H]6O)C(C)(C)C5CCC4(C)C3(C)C(O)C(O)C12CO (stereo not given in full),-2,.,i[11.5 µM],.,34%[12.5 µM],.,.
N#Cc1cccc(-c2c(C(=O)NCCN3CCOCC3)nc3sccn23)c1,3,3%,2%,.,2%,-16%,-3%
Cc1ccccc1-n1c(Cn2nc(-c3cccc(O)c3)c3c(N)ncnc32)nc2cccc(C)c2c1=O,4,.,3%,.,-28%&-17%,.,39%
Cc1ccc2c(c1)N(C(=O)Nc1cccc3c1CCCC3)CCO2,6,.,.,.,-11%,.,33%[activator]
O=C1NC2(Cc3ccccc31)CN(Cc1ccc(C(F)(F)F)cc1)C2,1,?,-1%,.,0%,?,26%
COCC(=O)N[C@H]1C[C@@H](CO)N(Cc2ccsc2)C1,4,5%,3%,5%,5%,1%,7%

Rewritten with two lines to a compound: entries from further up
Fields: IP6K1 inh	HEK293 tox	GPT2 inhibitor	Luciferase inh	HEK293 viab	NIH3T3 tox	SNCA expr inhib
Cc1ccc(Cl)cc1N1CCN(C(=O)Cn2nc(C)n3c(cc4sccc43)c2=O)CC1
    -11	.	.	.	12%	.	-3%
COc1cccc(CN2CCC(N3Cc4cnc(C)n4C3=O)CC2)c1
    6&6	?	5%	8%[172 µM]	-8%[87.6 µM]	-26%[138 µM]	6%[87.6 µM]

(listing goes on)
SMILES,IP6K1 inh,HEK293 tox,GPT2 inhibitor,Luciferase inh,HEK293 viab,NIH3T3 tox,SNCA expr inhib
COc1cc(OC)cc(C(=O)N2CCC(Cc3nc(-c4cccc(OC)c4)no3)CC2)c1,-8,45µM*,i,5%,-21%,?,?
Cc1ccc(C(=O)Nc2nc3ccc(S(=O)(=O)N4CCCC4)cc3s2)cc1,36,.,.,.,2%,.,1%
CCc1ccc(S(=O)(=O)Nc2ccc3c(c2)n(C)c(=O)c(=O)n3C)cc1,0,.,.,.,21%,.,-20%
COc1cccc(CN2CC(O)CN(S(=O)(=O)c3ccc(F)cc3)CC2=O)c1OC (stereo not given),13,-19%,.,.,.,?,.
COc1ccc(-c2cnc([C@@H]3COCCN3Cc3ncc[nH]3)[nH]2)cc1,6,i,3%[88.5 µM],-12%[172 µM],-3%[87.6 µM],-2%[138 µM],0%[87.6 µM]
Cc1cccc(C)c1Nc1c(-c2ccc(O)cc2)nc2sccn12,-3,.,.,.,-13%,.,44%[activator]
O=S(=O)(Nc1nc2n(n1)C(c1ccc(F)cc1)C=C(c1ccccc1)N2)c1ccc(Cl)cc1 (stereo not given),-4,.,.,.,?,.,1%
O=C(c1ccc(F)cc1)N1CCCC(CN2CCOCC2)CC1 (stereo not given),-7,1%,i,-1%,-4%,-4%,2%
COc1cccc(C(=O)N2CCC(N3C(=O)c4c(c(C)nn4-c4ccccc4)C3C(C)C)CC2)c1 (stereo not given),15,45µM*,.,.,.,35µM*,.
Cc1cc(-c2cc3c(cn2)CN(Cc2cccs2)CCN3)ccn1,-20,89µM*,-4%[88.5 µM],6.3µM*,-12%[87.6 µM],?,18%[87.6 µM]
COc1ccc(-c2nnc3ccc(NCCc4ccccc4)nn23)nc1,-19,?,0%[88.5 µM],1%[172 µM],-2%[87.6 µM],?,17%[87.6 µM]
Cc1ccc(N(CC(=O)Nc2ccc(F)cc2F)S(=O)(=O)c2cccs2)cc1,-7,.,.,.,5%,.,?
O=C(C[C@@H]1O[C@H](CNS(=O)(=O)c2ccc(Cl)cc2)[C@@H](O)C1O)N1CCN(c2ccccc2)CC1 (stereo not given in full),-4,-11%,-12%,-2%,0%,-31%,?
Cn1c(=O)c2c(-c3ccccc3)n(CCCO)cc2n(C)c1=O,2,.,.,.,-14%,.,48%[activator]
Cc1nc2c(c(-c3ccc(O)cc3)n1)CN(Cc1ccccn1)CC2,-7,-1%[172 µM],i,-9%[172 µM],-1%[87.6 µM],-12%[138 µM],-4%[87.6 µM]
Cc1nc(C2CC2)ncc1C(=O)N1CCN(C)C2(CCNC(=O)CC2)C1 (stereo not given),-4,-4%,i,0%,-4%,-1%,15%
CCOc1ccc(NC(=O)Cn2c(Nc3cc(C)cc(C)c3)nc(C)cc2=O)cc1,18,?,-14%,-5%,-15%,32µM*,-9%
COc1ccc(-c2c(C)nn3c(C(F)(F)F)cc(-c4ccccc4)nc23)cc1OC,-1,.,.,.,11%,.,-15%
Cn1c(=O)n(C)c2cc(CNCc3ccc(C(=O)O)cc3)ccc21,-15,.,.,.,4%,.,17%
Cc1ccc(OCC(=O)c2ccc3c(c2)N(CCCC(=O)N2CCOCC2)C(=O)CO3)cc1C,4,?,-9%,-12%,1%,-15%,8%
COCCNc1ccc(-c2noc([C@@H]3CCCN3C3CCOCC3)n2)cn1,13,-3%[172 µM],-9%[88.5 µM],-16%[172 µM],-7%[87.6 µM],i,2%[87.6 µM]
COc1cccc(CNC(=O)c2cc(C(C)(C)C)nc3c2cnn3C)c1,-5,?,-8%,.,1%,?,12%
Cc1ccc(Cl)cc1N1CCN(C(=O)c2c(C)oc3ncnc(N4CCOCC4)c23)CC1,-15,.,.,.,-1%,.,-6%
CCOc1ccc2c(c1)c(=O)c(C(=O)c1ccccc1)cn2Cc1ccccc1,-11,.,.,.,?,.,-23%
O=C(NCCC1=CCCCC1)c1ccc2c(c1)N(Cc1ccc(Cl)cc1)C(=O)c1ccccc1S2=O (stereo not given),20,.,.,.,9%,.,8%
c1ccc(Cn2cc(Cn3ccnc3-c3cc4n(n3)CCNC4)cn2)cc1,-9,1%,-7%,-6%,3%,-20%,2%
COc1cccc(N2C(=O)NC(=NC3CCCCC3)C23CCN([S+](=O)([O-])c2cccc(C(F)(F)F)c2)C3)c1 (stereo not given),-11&0,?,i,7%,?,?,?

An excerpt. The share of hits here may be higher or lower than overall.
